PAFAH1B2 FP inh – inhibitors of human PAFAH1B2 | P68402 | 340,000 compounds, 1.2% hits | inhibition, % at 3.39 µM | recombinant PAFAH1B2, FP-rhodamine activity probe, fluorescence polarization;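 active = inhibition above the mean of all tested compounds plus 3 SD, cut at about 24% in these data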;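 also: 0% = enzyme with DMSO and 100% = wells lacking PAFAH1B2; many of its hits are not listed in these tables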
Fam108B inh – blocks mouse Fam108B hydrolase in RBBP9 counter-screen | recombinant Fam108B, FP-Rh probe fluorescence polarization | inhibition, % at 9.51 µM | 300,000 compounds, 0.33% hits;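 active = inhibition above the screen mean inhibition plus 3 SD, computed separately per campaign, cut at about 18% in these data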;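 also: inhibitors lower polarization as less probe binds the enzyme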
BCLXL inh – Bcl-xL (human) inhibition; 320,000 compounds, 0.7% hits; GST-Bcl-xL / FITC-Bim BH3 peptide fluorescence polarization; inhibition, % at 10.9 µM; Q07817;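 active = inhibition above the mean of all tested compounds plus 3 SD, cutoff set per campaign, cut at about 30% in these data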;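 also: 0% = DMSO wells and 100% = unlabeled Bim-BH3 peptide competitor; inhibitors lower millipolarization by displacing the labeled peptide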
Target sequence (Q07817 whole entry, looked up): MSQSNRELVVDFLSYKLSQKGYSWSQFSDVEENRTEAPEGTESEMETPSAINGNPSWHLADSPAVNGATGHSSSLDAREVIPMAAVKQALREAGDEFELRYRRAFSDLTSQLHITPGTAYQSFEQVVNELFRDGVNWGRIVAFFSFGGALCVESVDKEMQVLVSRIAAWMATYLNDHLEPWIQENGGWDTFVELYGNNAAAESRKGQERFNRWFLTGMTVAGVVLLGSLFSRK
GLD-1 RNA inh – GLD-1-TGE RNA interaction inhibition (C. elegans) | purified GLD-1 + fluorescein TGE RNA, fluorescence polarization | inhibition, % at 5.96 µM | 320,000 compounds, 0.44% hits;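 active = percent inhibition above a per-plate cutoff, the plate mean of test compounds plus 3 SD, cut at about 30% in these data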;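 also: 0% = DMSO wells with GLD-1 and probe and 100% = wells lacking GLD-1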
PME-1 primary – blocks human protein phosphatase methylesterase 1; Q9Y570; recombinant PME-1, FP-Rh probe fluorescence polarization; inhibition, % at 5.9 µM; 320,000 compounds, 0.53% hits; AID 2130;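 active = inhibition above the campaign mean of all compounds plus 3 SD, cut at about 26% in these data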;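 also: competitive labeling of PME-1 active site by serine hydrolase directed probe; 0% = PME-1 with DMSO and 100% = wells lacking PME-1 enzyme; inhibitors block probe labeling so polarization falls and inhibition rises; many of its hits are not listed in these tables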
AHR activator – human AHR activation. activation, % at 5 µM. AHR-responsive luciferase reporter cells, luminescence. 320,000 compounds, 2.5% hits; in the data active = activation above about 47%;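 also: 0% = vehicle wells and 100% = reference agonist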
MCL1 BIM primary – disrupts human MCL1 binding to BIM-BH3 peptide; inhibition, % at 10.9 µM; Q07820; GST-MCL1 / FITC-Bim-BH3 fluorescence polarization; 320,000 compounds, 0.68% hits;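 active = inhibition above the mean inhibition of all tested compounds plus 3 SD, set per campaign, cut at about 40% in these data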;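 also: 0% = DMSO wells and 100% = unlabeled Bim-BH3 peptide control; higher means more loss of mP so more displacement of Bim peptide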
Target sequence (Q07820 whole entry, looked up): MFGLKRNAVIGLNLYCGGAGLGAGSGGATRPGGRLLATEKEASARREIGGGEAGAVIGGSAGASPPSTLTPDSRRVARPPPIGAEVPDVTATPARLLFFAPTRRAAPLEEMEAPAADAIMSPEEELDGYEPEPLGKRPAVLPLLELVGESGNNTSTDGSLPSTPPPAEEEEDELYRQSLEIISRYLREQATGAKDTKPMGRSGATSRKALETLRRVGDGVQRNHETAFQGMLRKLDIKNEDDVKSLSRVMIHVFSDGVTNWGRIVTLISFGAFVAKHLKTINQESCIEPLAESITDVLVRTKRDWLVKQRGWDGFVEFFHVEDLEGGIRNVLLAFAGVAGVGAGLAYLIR
pPAFAH inh – inhibitors of human plasma PAF acetylhydrolase (pPAFAH); inhibition, % at 3.39 µM; 330,000 compounds, 1.5% hits; recombinant pPAFAH, FP-rhodamine probe fluorescence polarization; AID 463082;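 active = inhibition above the mean inhibition across the screen plus 3 SD, cut at about 25% in these data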;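 also: inhibitors block binding of the rhodamine activity-based probe so polarization drops; 0% = enzyme with DMSO and 100% = wells lacking pPAFAH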
MEX-5 binding – C. elegans MEX-5 TCR-2 RNA binding activity. Q9XUB2. MEX-5/FITC-TCR2 RNA binding, fluorescence polarization; active compounds read low. activity score (negative = inhibition of binding), % at 10 µM. 300,000 compounds, 0.38% hits. AID 1832;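 active = inhibition past about -25% in most replicates, and total fluorescence under double the plate's negative control median, limit read from the data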;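 also: 0% = DMSO and -100% = 5 µM competing unlabeled TCR2 RNA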
Target sequence (Q9XUB2 whole entry, looked up): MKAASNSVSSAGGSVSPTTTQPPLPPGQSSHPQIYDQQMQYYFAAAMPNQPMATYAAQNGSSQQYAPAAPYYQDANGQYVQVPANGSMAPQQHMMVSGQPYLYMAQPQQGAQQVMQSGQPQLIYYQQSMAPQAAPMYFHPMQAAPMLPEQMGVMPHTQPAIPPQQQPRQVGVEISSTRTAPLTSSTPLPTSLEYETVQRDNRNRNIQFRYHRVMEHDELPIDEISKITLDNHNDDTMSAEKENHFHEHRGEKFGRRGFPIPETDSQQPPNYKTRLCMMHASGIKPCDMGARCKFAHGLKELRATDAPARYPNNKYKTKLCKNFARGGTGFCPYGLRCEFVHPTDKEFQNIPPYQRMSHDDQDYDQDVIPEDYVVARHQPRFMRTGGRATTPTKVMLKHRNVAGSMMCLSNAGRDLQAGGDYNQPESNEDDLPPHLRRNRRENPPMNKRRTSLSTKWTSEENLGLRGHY
Starred values were filed as active, the others as inactive; · = not tested or not shown. Some of the compounds tested; rates above refer to the full screens.

SMILES	PAFAH1B2 FP inh	Fam108B inh	BCLXL inh	GLD-1 RNA inh	PME-1 primary	AHR activator	MCL1 BIM primary	pPAFAH inh	MEX-5 binding
C[C@H](CO)N1C[C@H](C)[C@@H](CN(C)CC2CCCCC2)Oc2ccc(NC(=O)Cn3cnnn3)cc2C1=O	6	·	·	5	·	1	·	-9	·
COc1ccc(NC(=O)NNC(=O)COc2ccc3ccccc3c2)cc1OC	0	-2	4	3	2	16	1	2	-0.5
OC(CN1CCN(c2cccc(Cl)c2)CC1)c1ccccc1 (configuration not stated)	5	3	2	-3	-2	2	0	2	-0.4
Cc1cc(NC(=O)Nc2ccc(F)cc2F)n(C)n1	0	3	3	-2	1	4	29	4	2.0
Cc1ccc(S(=O)(=O)NCC(c2ccc3c(c2)OCO3)N2CCOCC2)cc1 (configuration not stated)	9	5	2	-2	1	1	-7	1	0.3
Cc1nc(NCC2CCCO2)[nH]c(=O)c1CCC(C)C (configuration not stated)	2	3	6	-4	2	4	4	-1	1.4
Cc1oc(-c2ccccc2F)nc1CN1CCC(C(=O)NCCC2=CCCCC2)CC1	-1	-3	5	-8	1	2	0	2	0.2
COc1ccc(C(=O)N/N=C/c2sc(=O)n(Cc3cccc(C(=O)O)c3)c2Cl)cc1	2	-1	8	0	14	0	4	0	0.4
Cc1noc(C)c1COc1ccc(C(=O)N2CCN(S(=O)(=O)c3ccc(Cl)cc3)CC2)cc1	1	1	0	-9	0	1	-3	-4	2.1
CCCCN(C(=O)CSc1nnc2ccccn12)c1c(N)n(Cc2ccccc2)c(=O)[nH]c1=O	2	2	1	8	-5	-1	-7	2	0.9
CC(=O)c1sc(NC(=O)C2COc3ccccc3O2)nc1C (configuration not stated)	1	-7	6	-5	-4	0	3	-1	1.8
CC(C)(C)C(=O)OC/C(N)=N/OC(=O)c1ccccc1	4	-2	6	-1	-4	0	6	7	2.2
CCCCCc1ccc(C2=NNC(=O)CC2)cc1	6	3	-1	1	3	1	-4	8	-2.4
C=CCNC(=O)c1cccc(NS(=O)(=O)c2ccc(Cl)cc2)c1	21	-1	4	-1	-3	0	-8	4	-0.5
CCOc1cccc2c1OC1(C)CC2NC(=O)N1c1ccc(OC)cc1 (configuration not stated)	-5	-2	-5	0	-5	6	-13	-5	2.4
CCOC(=O)c1ccc(N2C(=O)CC(NC3CCN(C(=O)c4ccc(F)cc4)CC3)C2=O)cc1 (configuration not stated)	4	0	3	-8	0	0	-8	-10	-0.6
O=C(CCCN1C(=O)/C(=C/c2cccs2)SC1=S)Nc1cccc(C(=O)O)c1	9	1	2	-7	1	2	-2	2	-0.4
CN1C(=O)NC(c2ccccc2)C2=C1CN(c1cccc(C(F)(F)F)c1)C2=O (configuration not stated)	0	-3	7	0	-3	26	10	-1	1.1
CC(C)CNC(=O)c1noc2c1CCCC2	5	8	3	13	3	2	-6	0	1.9
Cc1ccc(C(=O)NCc2ccccc2F)cc1S(=O)(=O)N1CCCC1	3	-4	-4	4	3	0	-4	10	-1.5
O=C(CSc1nc2ccccc2c(=O)n1-c1ccccc1Cl)NC1CCS(=O)(=O)C1 (configuration not stated)	-1	·	6	2	3	6	5	1	·
CN(C)/C=C/C(=O)/C=C/c1ccc(Cl)cc1Cl	5	-2	1	-9	3	-1	2	38*	0.2
CSc1nc(N(C)NC(=O)c2ccccc2)c2ccccc2n1	3	-1	7	7	-1	2	8	1	0.2
O=C(NCCNC(=O)c1ccc(Cl)cc1Cl)c1ccco1	2	2	2	0	2	13	4	-3	-1.7
CCC(=O)N(Cc1ccccc1)c1ccccn1	6	-1	1	7	-2	-2	1	6	1.6
COc1ccc(C2=NOC(C(=O)NCc3ccco3)C2)cc1OC (configuration not stated)	4	0	4	4	-1	-1	3	4	0.9
Cc1cc(C)cc(NC(=O)CCn2ccnc2C)c1	3	-5	1	1	-5	18	-4	1	2.6
COc1ccc(S(=O)(=O)N2CCCC(C(=O)NCCc3ccccc3)C2)cc1 (configuration not stated)	14	0	3	3	2	-1	4	1	-0.8
N#CCC(=O)Nc1ccc(C(=O)OCC(=O)NNC(=O)c2ccc(Cl)cc2)cc1	3	-8	-9	-12	-12	1	-17	12	0.8
On1c(-c2ccccc2)nc2ccc(Cl)cc21	-1	3	3	0	-5	4	-1	9	-1.8
CN(C)S(=O)(=O)c1cccc(COC(=O)C2=COCCO2)c1	2	2	7	-1	6	3	6	9	-1.8
CC(C)CNC(=O)CSc1nc(-c2cccs2)cc(C(F)(F)F)n1	4	-1	2	2	0	0	0	1	2.4
Cc1nn(CC(=O)NCc2cccc(F)c2)c(=O)c2cccn12	2	1	-2	-6	-3	0	9	-1	-1.4
COC(=O)c1c(NC(=O)c2ccco2)sc2c1CCN(C(C)C)C2	-3	3	2	-7	4	9	6	0	6.1
COc1ccc(-c2cc(C(=O)Nc3c(C)n(C)n(-c4ccccc4)c3=O)c3ccccc3n2)cc1OC	2	2	4	1	-1	10	4	1	0.8
COCCCNS(=O)(=O)c1ccc2c(c1)OCCO2	-3	-6	6	7	1	1	7	6	0.2
CN1CCC(N(C)C(=O)COc2ccc(S(=O)(=O)N3CCOCC3)cc2)CC1	2	1	4	7	-10	-1	-1	3	0.9
CC12COC3(C(=O)Nc4ccc5ccccc5c4)CC1CCC32C (configuration not stated)	5	0	9	4	6	29	11	1	-0.7
O=C(NNc1cccc(Cl)n1)Nc1cccc(C(F)(F)F)c1	-3	-6	2	8	0	29	4	1	0.1
COc1cc(SC)ccc1C(=O)OCC(=O)N1CCN(C(C)=O)CC1	1	0	-8	4	-5	1	-12	1	0.6
CNC(=S)NNC(=O)c1sccc1OCc1ccc(C)cc1	2	0	0	-7	1	12	3	-9	0.6
O=C1/C(=C/c2cccnc2)Oc2cc(OS(=O)(=O)c3ccc(F)cc3)ccc21	20	1	11	4	7	3	14	4	0.1
COc1ccccc1N1CCN(C(=O)CSc2nc(-c3ccccc3)cc(=O)[nH]2)CC1	-2	-2	5	3	2	4	-4	4	-0.9
Cn1nc(Oc2ncc(C(F)(F)F)cc2Cl)cc1C(F)(F)F	2	0	8	-4	6	-1	1	2	-1.9
CCn1c(C)c(C)c2cc(C(=O)N3CCc4ccccc4C3)ccc21	1	-1	5	5	-4	5	-6	10	-0.9

The final three entries of the section before are carried over, then new ones follow:
SMILES	PAFAH1B2 FP inh	Fam108B inh	BCLXL inh	GLD-1 RNA inh	PME-1 primary	AHR activator	MCL1 BIM primary	pPAFAH inh	MEX-5 binding
COc1ccccc1N1CCN(C(=O)CSc2nc(-c3ccccc3)cc(=O)[nH]2)CC1	-2	-2	5	3	2	4	-4	4	-0.9
Cn1nc(Oc2ncc(C(F)(F)F)cc2Cl)cc1C(F)(F)F	2	0	8	-4	6	-1	1	2	-1.9
CCn1c(C)c(C)c2cc(C(=O)N3CCc4ccccc4C3)ccc21	1	-1	5	5	-4	5	-6	10	-0.9
O=c1c2c3c(sc2nc2n1CCCCC2)CCC3	-1	4	-3	-3	-5	-1	-8	0	-3.9
CCOC(=O)C1CCN(C(=O)Cn2nc(CC)n3cccc3c2=O)CC1	8	3	8	5	-8	2	-4	8	-4.2
Cc1nc2ccc(S(=O)(=O)Nc3ccccc3C)cc2s1	2	1	5	4	3	-2	-7	33*	1.1
Cn1c(SCC(=O)c2ccccc2)nnc1C1CC1	2	3	9	0	-1	8	1	-3	0.8
Cc1ccc(SCCNC(=O)c2ccccc2)cc1	27*	2	0	2	3	0	0	2	3.1
O=C(Oc1cccc(N2C(=O)CCC2=O)c1)C1CC(=O)N(c2ccc(F)cc2)C1 (configuration not stated)	-10	5	0	-12	-5	-1	-5	3	-1.2
COc1ccccc1NC(=O)Nc1ccc2c(c1)nnn2C	-3	4	5	5	-3	19	-1	3	0.7
COC(=O)c1ccc(NC(=S)N2CCC(C(N)=O)CC2)cc1	2	2	2	-2	-2	-3	-1	-4	-1.7
C=CCN(CC=C)CCOc1cccc(Oc2ccccc2)c1	0	-1	6	-1	5	-2	3	9	0.0
COc1cccc(Cn2nnc(C(=O)Nc3cc(C)ccc3OC)c2N)c1	-3	-4	0	9	-2	128*	-5	2	2.7
CCCCn1nc(NC(=O)CC(C)C)c2cc3cc(OC)ccc3nc21	-2	3	6	6	-1	11	1	-5	-1.0
Cc1ccccc1CSCCNC(=O)COc1ccc(Cl)cc1	12	-4	4	4	4	-1	9	1	0.5
COc1cccc(N2C(=O)CC(N3CCN(C(=O)c4ccco4)CC3)C2=O)c1 (configuration not stated)	1	1	2	7	-8	1	7	-4	-2.1
CSc1ncc(C(=O)Nc2ccccc2F)c(-c2ccccc2)n1	3	-3	2	0	-1	10	-1	2	-2.5
NC(=O)c1ccc(NC(=O)CSC(=O)c2ccccc2)cc1	9	·	·	8	·	1	·	3	·
Cc1ccc(Oc2ncccc2COC(=O)Nc2ccccc2C)cc1	·	0	1	5	4	3	4	-4	-0.4
CCOc1cccc(C(=O)Nc2ccc(N3CCCC3)cc2)c1	-7	-6	0	1	5	4	0	20	3.6
CCC(C(=O)NCc1cccs1)n1nc(C)n2c(cc3occc32)c1=O (configuration not stated)	-2	-1	-1	-8	-1	5	4	-3	4.1
Cc1ccc(-n2nc3ccc(N)cc3n2)c(C)c1	1	7	4	10	-4	-3	3	8	0.2
O=C(c1ccc(CS(=O)c2ccccc2Cl)o1)N1CCN(c2ccccc2)CC1 (configuration not stated)	6	9	0	7	1	6	6	4	1.3
O=C(Nc1cccnc1)c1cn(-c2ccccc2)nc1-c1cccs1	-10	-12	3	7	-34	41	0	-6	-0.7
CCCOc1ccc(N2C(=O)CC(SCCc3nc4ccccc4[nH]3)C2=O)cc1 (configuration not stated)	1	3	1	2	-5	3	2	2	1.5
O=C(c1cc(Cl)ccc1Cl)N1CCN(c2ccccn2)CC1	9	5	8	2	-1	1	5	4	0.5
CCN(CC(=O)NCc1cccs1)C(=O)/C=C/c1cccc(Cl)c1Cl	3	-1	8	3	-3	-4	2	3	0.0
CC(Nc1oc(-c2ccco2)nc1C#N)c1ccccc1 (configuration not stated)	16	0	5	2	4	-3	-1	3	1.5
NC(=O)C1(N2CCCCC2)CCN(CC(=O)Nc2cc(Cl)ccc2Cl)CC1	-1	-2	4	6	-1	2	5	6	0.3
COc1ccccc1N1CCN(c2ncnc3nc[nH]c23)CC1	4	2	1	9	1	0	2	6	-2.8
O=C(COC(=O)c1cccnc1Cl)NCc1cccs1	5	0	6	3	4	-2	9	10	1.5
CNc1nnc(-c2ccc(OC)cc2)s1	-3	-3	10	-1	1	-1	4	3	-0.2
COc1ccc(C(=O)COC(=O)CCNS(=O)(=O)c2ccccc2)c(OC)c1	2	2	2	-1	-2	1	-3	22	0.4
COc1cc(-c2nc(C(=O)NC3CCN(Cc4ccccc4)CC3)cc3c2[nH]c2ccccc23)cc(OC)c1OC	-3	-13	7	-1	-12	-1	2	5	3.0
Cc1ccc(N2C(=O)c3ccc(N)cc3C2=O)cc1	0	3	14	8	-2	51*	5	5	-2.0
CC(=O)Nc1ccc(C2(O)COc3ccccc3O2)cc1 (configuration not stated)	2	-2	1	3	-5	1	0	5	-3.5
CCOC(=O)c1c(NC(=O)Cn2nc(C(=O)O)c3ccccc3c2=O)sc(CC)c1C	3	-9	8	1	-4	6	5	-4	1.2
COc1ccc(NC(=O)CSc2nnc(-c3ccccn3)n2Cc2ccco2)cc1OC	1	-3	1	1	-9	-1	0	-1	2.2

Assay outcomes: PubChem, several laboratories
